GAA glycogen = inhibitors or activators of human alpha-glucosidase glycogen cleavage; P10253; recombinant GAA, glycogen substrate, Amplex Red glucose oxidase fluorescence; Potency, µM (series often up to 76.4 µM), for the others: top-dose activity change, negative = inhibition, hits mostly inhibitors; 300,000 tested, 0.38% active; AID 2100;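 further: 0% = full enzyme reaction and -100% = no-enzyme basal signal; the screen sought inhibitors and activators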
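Recombinant human alpha-glucosidase (4 nM final) hydrolysed bovine liver glycogen (30 ug) for 40 min at 37 C in pH 5.0 citrate/phosphate with 0.01% Tween-20. Released glucose detected by glucose oxidase/Amplex Red, Ex 573/Em 610 nm. Compounds up to 77 uM; AC50 from Hill fits.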
GAA inh = blocks human lysosomal alpha-glucosidase; purified human GAA, 4-MU-alpha-glucoside fluorescence; Potency, µM (doses to about 76.9 µM), without a hit: top-dose activity change, negative = inhibition, hits mostly inhibitors; 200,000 tested, 0.005% active;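 further: plate controls were uninhibited enzyme wells for no effect and no-enzyme background for full effect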
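Fluorogenic assay: 4 nM human alpha-glucosidase with 400 uM 4-methylumbelliferyl-alpha-D-pyranoside in 50 mM citrate/phosphate, 0.005% Tween-20, pH 5.0, 20 min at room temperature. Compounds tested up to 77 uM; AC50 from Hill fits.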
aGlu spleen mod = inhibits or activates alpha-glucosidase in human spleen homogenate; 240,000 tested, 0.006% active; P10253; AID 2112; human spleen homogenate, 4-MU-alpha-glucoside fluorescence; Potency, µM (top dose mostly 79.9 µM), for inactives: at the top dose activity change, negative = inhibition, hits mostly inhibitors;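 further: 0% = enzyme with vehicle and -100% = no enzyme basal signal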
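Enzyme source: human spleen homogenate, 1 ug/well. Buffer 50 mM citric acid/K phosphate pH 5.0, 0.01% Tween-20. 4-MU-alpha-glucoside 1 mM; 37 C x 40 min; NaOH/glycine stop; fluorescence.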
JMJD2E inh = blocks human JMJD2E demethylase activity; JMJD2E catalytic domain, FDH-coupled NADH fluorescence (FDH is formaldehyde dehydrogenase); Potency, µM (series often up to 57.1 µM), for inactives: at the highest dose activity change, negative = inhibition, hits mostly inhibitors; 230,000 tested, 1.6% active; AID 2147; active means well fitted inhibition curve with a large enough effect, not every such curve was filed as active; inconclusive means small, poorly fitted or top-dose-only effect, or another doubt; inactive means no such curve, though single readings can be large or run the other way;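 further: 0% = wells with enzyme and -100% = buffer wells without enzyme; nearly all actives have a fitted effect of over 50% in size; many of its hits are not listed in these tables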
Target sequence (B2RXH2 1-337 limits assumed): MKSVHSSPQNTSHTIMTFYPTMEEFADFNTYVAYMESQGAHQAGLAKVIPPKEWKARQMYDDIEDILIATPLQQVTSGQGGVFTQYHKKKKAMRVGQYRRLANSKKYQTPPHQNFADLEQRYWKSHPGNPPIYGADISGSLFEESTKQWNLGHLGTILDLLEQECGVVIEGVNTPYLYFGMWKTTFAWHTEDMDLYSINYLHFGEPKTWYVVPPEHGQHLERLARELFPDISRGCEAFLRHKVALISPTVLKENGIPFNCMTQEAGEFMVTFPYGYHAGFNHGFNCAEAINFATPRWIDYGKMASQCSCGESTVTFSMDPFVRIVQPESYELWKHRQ
SMN2 splice enh = increases expression of the SMN2 splice variant | HEK293 SMN2-luciferase splicing reporter, luminescence, 30-36 h | 210,000 tested, 2.8% active | Potency, µM (doses to about 46.1 µM), for inactives: top-dose activity change, positive = activation, actives largely listed as activators; further: % of control where 0% means no effect; nearly all actives have a fitted effect of over 55% in size
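HEK293 cells carry an SMN2 […]–luciferase reporter in which exon 7 inclusion puts luciferase in frame. Cells were plated 10-12 h before compound addition, then incubated 30-36 h at 37C. ONE-Glo luminescence was read; sodium butyrate at 4.5 mM final served as control.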
ALDH1A1 block = ALDH1A1 (human) enzyme inhibition; 220,000 tested, 7.3% active; Potency, µM (doses to about 75.3 µM), without a hit: top-dose activity, negative = inhibition, actives largely listed as inhibitors; AID 1030; Purified ALDH1A1, NADH fluorescence, propionaldehyde substrate; P00352; active means well fitted inhibition curve with a large enough effect, not every such curve was filed as active; inconclusive means small, poorly fitted or top-dose-only effect, or another doubt; inactive means no such curve, though single readings can be large or run the other way;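 further: plate controls were no enzyme wells and a reference inhibitor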
RGS12 GoLoco inh = RGS12 GoLoco-Gai1 interaction inhibition. Gai1:RGS12 GoLoco peptide FP, rhodamine, 10 min. Potency, µM (series often up to 61.6 µM), inactives show top-dose activity, negative = inhibition, usual class: inhibitors. 230,000 tested, 0.44% active; active means well fitted inhibition curve with a large enough effect, not every such curve was filed as active; inactive means no such curve, though single readings can be large or run the other way; further: on the % scale 0 is the no-effect control and ±100 the full control effect; nearly all actives have a fitted effect of over 30% in size; many of its hits are not listed in these tables
GLA spleen mod = inhibits or activates alpha-galactosidase in human spleen homogenate | human spleen homogenate, 4MU-alpha-Gal fluorescence, 40 min | Potency, µM (series often up to 80 µM), inactives show at the highest dose activity change, negative = inhibition, usual class: inhibitors | 240,000 tested, 0.008% active | AID 2107;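 further: 0% = enzyme with vehicle and -100% = no enzyme basal signal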
Target sequence (P06280 32-429 limits assumed): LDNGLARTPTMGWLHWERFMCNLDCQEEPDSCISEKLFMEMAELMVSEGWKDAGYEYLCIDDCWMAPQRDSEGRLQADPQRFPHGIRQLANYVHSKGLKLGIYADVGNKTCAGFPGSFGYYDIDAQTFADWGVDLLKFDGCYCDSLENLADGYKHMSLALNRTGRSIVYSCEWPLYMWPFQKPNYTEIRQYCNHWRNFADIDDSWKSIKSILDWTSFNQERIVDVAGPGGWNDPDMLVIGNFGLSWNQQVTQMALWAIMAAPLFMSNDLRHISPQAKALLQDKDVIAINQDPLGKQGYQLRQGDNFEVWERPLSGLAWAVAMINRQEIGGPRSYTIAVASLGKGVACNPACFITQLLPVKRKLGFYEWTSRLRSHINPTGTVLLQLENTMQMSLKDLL
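qHTS titration in buffer at pH 5.0. Alpha-galactosidase activity in spleen homogenate was measured via 4-methylumbelliferone release from 1 mM fluorogenic substrate after 40 min at 37C and a pH 10 stop. AC50 came from Hill fits of control-normalized data.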
* hit, by the source's call; u = inconclusive; x = no result given; & = joins results of further samples; ! = a repeat was not active; [ ] = remark or other dose. Unless noted, the call rests on the fitted dose curve; in most records, active means well fitted curve in the direction sought with a large enough effect; inconclusive means small, poorly fitted or top-dose-only effect, or another doubt; inactive means no such curve, though single readings can be large; an effect the other way counts as inactive or inconclusive. Potency means the concentration at half of the fitted maximal effect.

1) COC(=O)c1ccc(CNC(=O)COC(=O)C2CCC(C(C)(C)C)CC2)cc1 (stereo not given)
2) COC(=O)c1sccc1NC(=S)NCc1ccc(Cl)cc1
3) CCOC(=O)Cc1csc(NS(=O)(=O)c2ccc(SC)cc2)n1
4) COC(=O)[C@H](C)[C@H]1C[C@]1(C)[C@H](NC(=O)OCc1ccccc1)c1ccccc1
5) O=C(c1cccs1)N(Cc1ccccn1)Cc1ccco1
6) COc1cc(-c2noc(-c3cccc(Cl)c3)n2)cc(OC)c1OC
7) CCCn1c(C)nc2c(NCC(C)(C)CN(C)C)nc(C)nc21
8) O=C(Nc1nonc1NC(=O)c1cccs1)c1cccs1

screen / no.	1	2	3	4	5	6	7	8
GAA glycogen	0%	0%	16%	-3%	0%	1%	x	7%
GAA inh	-1%	x	-3%	5%	0%	-3%	x	0%
aGlu spleen mod	0%	7%	7%	0%&2%	-8%	-2%	-5%	-4%
JMJD2E inh	-1%	-11%	7%	-14%&-4%	-8%	9%	10%	5%
SMN2 splice enh	0%	x	-3%	0%	-2%	-12%	-4%	-90%[inhibitor]
ALDH1A1 block	u	x	-14%	22µM*!	u	-4%	4%	0%
RGS12 GoLoco inh	-2%	2%	3%	-4%&7%	-20%	-30%	7%	8%
GLA spleen mod	5%	3%	-3%	1%&11%	-6%	5%	4%	-11%

9) COc1cc(S(=O)(=O)Nc2ccccc2C)ccc1Cl
10) CC(C)(C)c1nnc2sc(SC/C(O)=C(\C#N)c3nc4ccccc4[nH]3)nn2c1=O
11) COc1ccc(CC(=O)c2ccc(OC)c(OC)c2C)cc1OC
12) CCCCOc1ccc(C(O)(CC)CCN2CCOCC2)cc1 (stereo not given)
13) c1ccc(CNc2ncnc3c2oc2ccccc23)nc1
14) CNC(=S)N/N=C/c1ccc(OCC(=O)Nc2c(C)cc(C)cc2C)c(OC)c1
15) Cc1ccc(C)c(N2CCN(C(=O)CSc3ccsc3[N+](=O)[O-])CC2)c1
16) Cc1ccccc1OCCSc1nnc(C)n1-c1ccccc1

screen / no.	9	10	11	12	13	14	15	16
GAA glycogen	-3%	-15%	5%	2%	0%	14%	10%	3%
GAA inh	-5%	-10%	5%	-3%	7%	u	-11%	-3%
aGlu spleen mod	2%	3%	-2%	-1%	3%	-7%	-2%	-1%
JMJD2E inh	4%	4%	1%	5%	-11%	5%	-2%	16%
SMN2 splice enh	8%	-13%	-66%[inhibitor]	-12%	-11%	13%	-63%[inhibitor]	-18%
ALDH1A1 block	0%	u	10%	7.9µM*	2%	11%	11µM*	5%
RGS12 GoLoco inh	4%	89%[activator]	8%	3%	5%	5%	39%[activator]	2%
GLA spleen mod	8%	5%	-1%	3%	10%	-5%	-5%	5%

17) S=c1[nH]nc(-c2cccs2)n1/N=C/c1cn(-c2ccccc2)nc1-c1cccs1
18) CCOC(=O)c1cc(C)sc1NC(=O)C1CCC1
19) Cc1ccccc1OCC1Cc2c(nc(N)c(C#N)c2N)O1 (stereo not given)
20) CN(CC(=O)Nc1ccc(F)c(F)c1F)C(=O)/C=C/c1ccc(Cl)cc1
21) CCOc1ccccc1CNC(=O)Cn1c(=O)oc2ccccc21
22) Clc1nnc(N2CCCCC2)c2ccccc12
23) COCCNC(=S)N/N=C/c1ccc2c(c1)OCCO2
24) O=C(CCS(=O)(=O)c1ccc(Br)cc1)N1CCN(c2ccccc2)CC1

screen / no.	17	18	19	20	21	22	23	24
GAA glycogen	-24%	-12%	-17%	-1%	9%	-6%	-26%	-10%
GAA inh	x	-3%	4%	4%	-4%	8%	10%	-5%
aGlu spleen mod	-7%	0%	-4%	-2%	5%	4%	5%	0%
JMJD2E inh	0%	2%	u	7%	1%	-2%	0%	-5%
SMN2 splice enh	x	-9%	x	x	-13%	x	20%	5%
ALDH1A1 block	x	-10%	u	10%	-10%	-1%	2%	0%
RGS12 GoLoco inh	6%	-5%	x	x	9%	5%	10%	2%
GLA spleen mod	3%	2%	4%	3%	4%	1%	1%	4%

25) CC(C)(C)n1nc2c(c1NC(=O)Cc1ccccc1)CS(=O)(=O)C2
26) O=C(CSc1ncccc1-c1nc2ccccc2[nH]1)Nc1ccc2c(c1)OCCO2
27) COc1ccc(OC)c(S(=O)(=O)Nc2cccnc2)c1
28) CCCC[N+](CC#Cc1ccccc1)(CCCC)CCCS(=O)(=O)[O-]
29) COc1ccc(NC(=O)CCN2C(=O)[C@@H]3[C@H](C2=O)[C@H]2C=C[C@@H]3C2)cc1
30) Cc1cccc(N2CCN(C(=O)c3ccoc3C)CC2)c1C
31) CN1CCN(/N=C/c2ccc(Br)cc2)CC1
32) Fc1ccc(-n2nnc(-c3ccnc4ccccc34)n2)cc1

screen / no.	25	26	27	28	29	30	31	32
GAA glycogen	-3%	0%	10%	-12%	7%	-2%	-14%	15%
GAA inh	2%	4%	-3%	3%	x	-1%	-3%	x
aGlu spleen mod	x	2%	-6%	-5%	3%	1%	2%	-1%
JMJD2E inh	4%	u	4%	5%	5%	6%	6%	-14%
SMN2 splice enh	-6%	-6%[1.84 µM]	-4%	-7%	x	-9%	25%	x
ALDH1A1 block	6%	u	-9%	0%	x	-5%	1%	-3%
RGS12 GoLoco inh	-5%	8%	8%	0%	-8%	12%	-9%	3%
GLA spleen mod	-6%	-7%	4%	3%	-1%	1%	22%	-6%

33) Cc1ccc(-c2csc(NC(=S)NC(=O)c3cc4ccccc4o3)n2)cc1
34) COc1cc(C(=O)NNC(=S)NC(=O)c2ccccc2C)cc(OC)c1OC
35) COc1c(/C=N/Nc2nc(N3CCCCC3)nc(N3CCCCC3)n2)cccc1[N+](=O)[O-]
36) CN1CCn2c1nc(N1CCCCC1)nc2=O
37) COc1ccc(C(=O)Sc2nncc3ccccc23)cc1
38) O=C(Oc1cccnc1)c1cc(S(=O)(=O)N2CCOCC2)ccc1Cl
39) CCOC(=O)Cc1csc(SCc2cc(=O)oc3cc(O)ccc23)n1
40) O=C1CCCN1CN1CCCCC1

screen / no.	33	34	35	36	37	38	39	40
GAA glycogen	7%	6%	10%	-7%	-3%	4%	-2%	-5%
GAA inh	-1%	-5%	u	-4%	0%	-12%	-4%	7%
aGlu spleen mod	2%	3%	-5%	2%	1%	0%	2%	5%
JMJD2E inh	-4%	u	2%	8%	-23%	-3%	u	-16%
SMN2 splice enh	u	-55%[inhibitor]	u	1%	12%	16%	19%	5%
ALDH1A1 block	5%	1%	4%	-6%	u	-5%	-9%	-2%
RGS12 GoLoco inh	191%[activator]	4%	8%	2%	-6%	6%	12%	1%
GLA spleen mod	11%	2%	2%	7%	0%	1%	9%	-3%

10 entries from above, ordered by length of the SMILES, low to high:
40) O=C1CCCN1CN1CCCCC1
36) CN1CCn2c1nc(N1CCCCC1)nc2=O
37) COc1ccc(C(=O)Sc2nncc3ccccc23)cc1
32) Fc1ccc(-n2nnc(-c3ccnc4ccccc34)n2)cc1
39) CCOC(=O)Cc1csc(SCc2cc(=O)oc3cc(O)ccc23)n1
38) O=C(Oc1cccnc1)c1cc(S(=O)(=O)N2CCOCC2)ccc1Cl
28) CCCC[N+](CC#Cc1ccccc1)(CCCC)CCCS(=O)(=O)[O-]
34) COc1cc(C(=O)NNC(=S)NC(=O)c2ccccc2C)cc(OC)c1OC
33) Cc1ccc(-c2csc(NC(=S)NC(=O)c3cc4ccccc4o3)n2)cc1
35) COc1c(/C=N/Nc2nc(N3CCCCC3)nc(N3CCCCC3)n2)cccc1[N+](=O)[O-]

screen / no.	40	36	37	32	39	38	28	34	33	35
GAA glycogen	-5%	-7%	-3%	15%	-2%	4%	-12%	6%	7%	10%
GAA inh	7%	-4%	0%	x	-4%	-12%	3%	-5%	-1%	u
aGlu spleen mod	5%	2%	1%	-1%	2%	0%	-5%	3%	2%	-5%
JMJD2E inh	-16%	8%	-23%	-14%	u	-3%	5%	u	-4%	2%
SMN2 splice enh	5%	1%	12%	x	19%	16%	-7%	-55%[inhibitor]	u	u
ALDH1A1 block	-2%	-6%	u	-3%	-9%	-5%	0%	1%	5%	4%
RGS12 GoLoco inh	1%	2%	-6%	3%	12%	6%	0%	4%	191%[activator]	8%
GLA spleen mod	-3%	7%	0%	-6%	9%	1%	3%	2%	11%	2%

Remaining list, next part
41) COC(=O)c1ccccc1NC(=O)CN(Cc1ccccc1)S(C)(=O)=O
42) O=C(c1ccc(F)cc1)N1CCN(c2ncccn2)CC1
43) Cc1ccc(OCC(=O)N/N=C\c2ccc(C)o2)c(C)c1
44) COCCN1Cc2cccc(C(=O)Nc3ccc(-c4nc5ccccc5[nH]4)cc3)c2C1=O
45) COc1ccc(Br)cc1C(=O)N/N=C/c1ccc2c(c1)n(C)c(=O)n2C
46) Cc1nn(C)c2nc(-c3cccs3)cc(C(F)(F)F)c12
47) CCOC(=O)c1cnc(SCc2ccc(C)cc2)nc1N
48) COc1ccc2cc(-c3cc(C(=O)O)c4ccccc4n3)ccc2c1

screen / no.	41	42	43	44	45	46	47	48
GAA glycogen	-3%	6%	2%	1%	2%	6%	-2%	1%
GAA inh	4%	-1%	-7%	5%	u	u	-5%	-3%
aGlu spleen mod	-5%	-5%	x	1%	3%	1%	-11%	-14%
JMJD2E inh	-25%	-26%	2%	u	u	-2%	-3%	u
SMN2 splice enh	-5%	x	-2%	-7%	-15%	-8%	11µM*	u
ALDH1A1 block	-1%	-12%	u	8%	u	u	u	u
RGS12 GoLoco inh	-4%	-6%	15%	8%	5%	7%	9%	66%[activator]
GLA spleen mod	-4%	-3%	-5%	1%	23%	-4%	-2%	-1%

A portion of the library. The share of hits here may be higher or lower than overall.
